# CHOP inh: inhibitors of CHOP promoter induction, primary screen, cell-based, unfolded protein response, luciferase reporter | actives 3.8% (n = 220,000) | inhibition, % at 10 µM | CHO-K1 CHOP-promoter luciferase, tunicamycin-induced, 15-18 h;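 active means compounds that reduced the stress-induced luciferase reporter signal by more than about 70% of percent inhibition, limit read from the data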;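 further: 0% = tunicamycin plus vehicle and 100% = wells without tunicamycin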
# zVAD death inh: inhibitors of zVAD-triggered necroptosis, primary screen, L929 cells; L929 zVAD necroptosis rescue, ATP luminescence, 24 h; with zVAD 60 µM; viability rescue, % at 10 µM; actives 0.38% (n = 220,000); AID 1377, 2008;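 active means activation, scaled between plate controls, above about 75%, limit read from the data; inactive means activation under that limit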;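 further: 0% = zVAD with DMSO and 100% = DMSO alone without zVAD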
# FXIIa inh: human FXIIa protease inhibitors, primary screen, biochemical, 1536-well; Coagulation factor XII (Homo sapiens), P00748; purified FXIIa, Boc-QGR-AMC fluorogenic substrate, 2 h; inhibition, % at 5 µM; actives 0.3% (n = 220,000); in the data active means inhibition above about 40%;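 further: 0% = enzyme with no compound and 100% = blank without enzyme; many of its hits are not listed in these tables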
# FXIa inh 1536: human FXIa protease inhibitors, primary screen, biochemical, 1536-well. purified FXIa, Boc-Glu-Ala-Arg-AMC fluorogenic substrate. inhibition, % at 5 µM. actives 0.14% (n = 220,000). AID 798, 2007;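 active means inhibition of at least 40%; inactive means inhibition below 40%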;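 further: fluorescence of freed AMC excited at 355 nm; 0% = enzyme without compound and 100% = no enzyme blank; many of its hits are not listed in these tables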
# Target sequence (P03951 19-387 limits assumed): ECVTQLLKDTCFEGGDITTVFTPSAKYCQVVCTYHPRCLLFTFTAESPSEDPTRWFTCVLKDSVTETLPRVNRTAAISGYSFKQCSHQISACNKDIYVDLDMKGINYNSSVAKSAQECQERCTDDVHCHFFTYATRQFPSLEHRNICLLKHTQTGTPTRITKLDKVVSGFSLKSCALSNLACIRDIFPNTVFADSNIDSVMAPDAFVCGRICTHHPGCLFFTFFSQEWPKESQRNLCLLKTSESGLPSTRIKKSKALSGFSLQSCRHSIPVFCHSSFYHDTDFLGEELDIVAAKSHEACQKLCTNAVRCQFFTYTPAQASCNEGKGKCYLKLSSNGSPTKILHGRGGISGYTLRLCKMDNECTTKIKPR
# Target sequence (P03951 388-625 limits assumed): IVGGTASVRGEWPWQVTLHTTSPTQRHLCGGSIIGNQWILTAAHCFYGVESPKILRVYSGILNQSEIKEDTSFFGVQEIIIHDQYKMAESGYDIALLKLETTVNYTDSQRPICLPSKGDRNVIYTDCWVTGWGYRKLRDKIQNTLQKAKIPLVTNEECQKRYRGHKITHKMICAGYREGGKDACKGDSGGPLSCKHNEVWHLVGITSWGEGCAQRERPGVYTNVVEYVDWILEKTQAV
# Wee1 degr inh: Wee1 degradation inhibitors, primary screen, cell-based, HeLa, Wee1K328M-luciferase, luminescence | Wee1-like protein kinase (Homo sapiens), P30291 | HeLa Luc-Wee1K328M stability; 100% = proteasome inhibitor MG132 effect | reporter increase, % at 5 µM | actives 1.2% (n = 220,000) | AID 1321, 2008;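 active means activation above the mean of all tested compounds plus 3 SD, set per screening run, cut at about 8.8% in these data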;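 further: cells exposed to compound for 20 h before luminescence read; 0% = DMSO alone and 100% = MG132 at 30 µM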
# PPC-1+TRAIL kill: compounds killing PPC-1 cancer cells with TRAIL present, primary screen, TRAIL potentiator project, ATPLite luminescence, uHTS; PPC-1 cells + TRAIL, ATPLite viability luminescence; cell killing (% activity), % at 4 µM; actives 0.41% (n = 220,000); AID 1443, 2008;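 active means cell killing above 50% in the first pass at 4 µM, then a duplicate retest at 5 µM averaging 50% or more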;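 further: plate controls were cells with TRAIL plus DMSO for no effect and medium-only wells lacking cells for full effect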
# Tb hexokinase: Trypanosoma brucei hexokinase 1 inhibitors, primary screen, biochemical, G6PDH-coupled NADH absorbance, MLSCN library; hexokinase 1 [Trypanosoma brucei]; inhibition, % at 10 µM; actives 0.11% (n = 220,000); recombinant TbHK1, G6PDH-coupled NADH A340;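 active means inhibition of 50% or more in the single-dose primary screen; inactive means inhibition below 50%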
# TNF death inh: inhibitors of TNF-alpha triggered necroptosis, primary screen, cell-based, Jurkat FADD-/-, single concentration; Jurkat FADD-/- TNF necroptosis rescue, ATP luminescence, 24 h; 0 = TNF only, 100 = no-TNF cells; activation (protection from cell death), % at 10 µM; actives 0.068% (n = 220,000);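 active means activation, meaning protection from cell death, of at least 50% relative to plate controls; inactive means activation below 50%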;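 further: necroptosis triggered by 40 ng/mL TNF-alpha added together with compound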
# EP2 antag: human EP2 receptor antagonists, primary screen, TR-FRET cAMP, C6 glioma cells | C6 glioma cells expressing human EP2; cells stimulated with saturating PGE2 | inhibition, % at 25 µM | actives 0.52% (n = 260,000);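 active means percent inhibition above 40 after rounding to a whole number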;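 further: rat C6 glioma host cells with rolipram phosphodiesterase inhibitor present; the protocol text gives 20 µM as final concentration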
# Target sequence (P43116 whole entry, looked up): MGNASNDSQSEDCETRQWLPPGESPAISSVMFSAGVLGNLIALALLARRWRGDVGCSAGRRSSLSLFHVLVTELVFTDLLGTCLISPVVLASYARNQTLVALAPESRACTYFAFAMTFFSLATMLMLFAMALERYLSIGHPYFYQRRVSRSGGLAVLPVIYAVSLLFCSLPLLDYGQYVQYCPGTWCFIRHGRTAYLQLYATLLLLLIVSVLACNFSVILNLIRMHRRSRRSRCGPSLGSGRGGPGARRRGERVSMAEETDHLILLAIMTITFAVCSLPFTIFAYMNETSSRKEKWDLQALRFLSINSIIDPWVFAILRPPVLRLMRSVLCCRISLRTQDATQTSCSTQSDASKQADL
# Numbers without * were called inactive; . = not tested or not shown; & = joins results of further samples.
no.	smiles	CHOP inh	zVAD death inh	FXIIa inh	FXIa inh 1536	Wee1 degr inh
1	Cc1nnc(SCC(=O)N2CCCCC2)s1	36.6	0.3	11.8	5.7	1.1
2	C=CCn1c(SCc2ccc(C(=O)OC)cc2)nnc1-c1sc(N)nc1C	-12.6	.	4.3	10.6	8.3
3	CNC(=S)NC12CC3CC(CC(C3)C1)C2	-8.6	-1.4	1.9	-1.5	0.2
4	CCNc1ccc(C(=O)NN=C2CCCC2)cc1[N+](=O)[O-]	38.1	1.1	11.8	2.8	1.1
5	COc1ccc(N2CCN(C(=O)c3cccc(F)c3)CC2)c([N+](=O)[O-])c1	-8.2	0.8	6.2	-5.3	-3.3
6	Cc1ccc(-n2nc(-c3ccccc3)cc2Nc2ccccc2N)cc1	63.9	1.7	-0.9	2.6	11.1*
7	Oc1ccc(-c2csc(-c3cccnc3)n2)cc1O	39.9	55.2	3.0	-0.6	-2.2
8	C=CCn1c(COc2ccc(OC)cc2)nnc1SCn1nnc2ccccc2c1=O	3.1	1.9	4.3	-2.7	1.2
9	O=C(CC12CC3CC(CC(C3)C1)C2)NC(=S)Nc1ccc(CN2CCOCC2)cc1	37.4	19.5	6.5	0.8	-1.4
10	CCOC(=O)CSc1nnc(-c2nnc(SCC(=O)OCC)n2CC)n1CC	-8.2	-0.1	7.9	-2.5	2.1

no.	PPC-1+TRAIL kill	Tb hexokinase	TNF death inh	EP2 antag
1	14.7	-2.6	-0.7	5.3
2	18.6	4.3	-1.7	5.7
3	20.8	-6.4	-0.6	4.0
4	13.8	-6.7	0.8	3.3
5	10.7	0.8	-0.1	6.3
6	3.7	-1.7	-0.2	3.5
7	7.3	-13.1	-3.0	10.9
8	21.8	0.9	2.3	5.6
9	-5.1	-3.8	2.7	13.2
10	19.5	2.1	-2.3	9.6

# (next part)
no.	smiles	CHOP inh	zVAD death inh	FXIIa inh	FXIa inh 1536	Wee1 degr inh
11	CC(C)(C)n1ncc2c(=O)n(Cc3cccc(Cl)c3)cnc21	-3.0	0.5	10.6	0.4	-2.9
12	COc1ccc(CNC(=O)C2CCCN(S(=O)(=O)c3cc(C)ccc3OC)C2)cc1 (stereo unspecified)	55.8	0.2	-4.3	-4.5	-4.9
13	CC1(C)CC(=O)C=C(NC2CCCCCC2)C1	5.2	-0.6	-2.1	-2.9	0.4
14	Cc1cc(C)c(S(=O)(=O)c2ccccc2C)c(SCC(C)C)n1	65.5	-0.6	8.5	-7.0	-0.8
15	COc1cc2[nH]cc(C(=O)NCc3cccs3)c(=O)c2cc1OC	.	-0.2	.	.	-1.8
16	CC(C)c1ccc(NC(=O)C(c2ccccc2)N2CCN(C=O)CC2)cc1 (stereo unspecified)	5.3	-0.4	16.1	-0.2	-0.8
17	N#Cc1c(NC(=O)C2CC(Cl)=CCC2C(=O)O)sc2c1CCCC2 (stereo unspecified)	45.2	1.8	1.7	-3.9	0.6
18	Fc1cc(F)cc(-c2oncc2-c2nnnn2-c2ccccc2)c1	23.4	0.2	8.8	3.0	-2.2
19	CCn1c(-c2nn(-c3ccccc3)ccc2=O)n[nH]c1=S	0.4	-0.2	3.0	0.9	1.0
20	CCc1ccccc1NC(=S)N(Cc1ccc(OC)cc1)CC1CCC(C(=O)O)CC1 (stereo unspecified)	9.5	-0.1	9.7	-0.1	-2.0

no.	PPC-1+TRAIL kill	Tb hexokinase	TNF death inh	EP2 antag
11	-7.2	-1.9	1.2	5.0
12	-4.0	1.5	0.7	3.6
13	37.9	-4.3	0.9	7.2
14	0.4	11.0	-3.2	18.2
15	.	6.0	-0.2	9.9
16	13.5	9.7	2.8	11.7
17	5.9	-7.2	-0.8	11.2&3.0
18	3.3	0.5	-1.4	8.0
19	16.7	-22.0	1.5	4.6
20	1.7	1.5	-0.9	2.6

# The list continues.
no.	smiles	CHOP inh	zVAD death inh	FXIIa inh	FXIa inh 1536	Wee1 degr inh
21	CCCOc1ccc(/C(O)=C2/C(=O)C(=O)N(CCCN3CCOCC3)C2c2ccncc2)cc1 (stereo unspecified)	5.7	0.9	1.2	-1.2	-1.3
22	COc1ccc(/C=C/C(=O)NC(=S)N2CCN(c3ccccc3OC)CC2)cc1	-3.6	-0.8	24.0	8.7	11.5*
23	CCC(=O)N1CCC(C(N)=O)(N2CCCCC2)CC1	-4.3	2.4	4.7	-3.6	-3.0
24	CCc1ccc(OCCCC(=O)Nc2cccc(C(=O)O)c2)cc1	4.6	0.5	0.5	-4.6	-1.8
25	CCC(=O)/C=C1/Sc2ccccc2N1CC	33.6	0.0	25.6	17.3	-1.4
26	O=C(CN1CCN(Cc2ccccc2)C1=O)NCc1cccs1	-21.3	-0.2	-15.9	-0.9	-1.4
27	CCC1CCCCN1C(=S)NC1CCCCC1 (stereo unspecified)	-20.9	1.1	-3.7	-7.7	13.9*
28	CCOC(=O)c1c(C)[nH]c(C(=O)/C(C#N)=C/c2ccc(OC)c(OC)c2)c1C	35.2	1.1	10.8	7.7	5.4
29	CCOC(=O)C(CC)Sc1nnc2cc(C)c3ccccc3n12 (stereo unspecified)	0.0	-1.2	18.3	8.0	-0.1
30	COc1ccc2[nH]c(=O)c(CN(C(=O)c3cccnc3)c3ccc(C)cc3)cc2c1	26.7	-0.3	7.9	2.0	0.2

no.	PPC-1+TRAIL kill	Tb hexokinase	TNF death inh	EP2 antag
21	19.1	-18.2	1.1	2.2
22	-5.3	-42.4	-2.8	9.0
23	0.4	-4.5	2.3	7.8
24	-6.7	3.4	0.7	9.6
25	13.1	-34.8	-2.7	12.0
26	-8.7	-1.6	0.6	11.4
27	0.5	-2.0	1.0	7.2
28	-6.2	2.0	1.8	4.2
29	.	-0.2	-1.3	4.9
30	23.1	-9.8	-4.3	12.9

# (listing goes on)
no.	smiles	CHOP inh	zVAD death inh	FXIIa inh	FXIa inh 1536	Wee1 degr inh
31	CCCc1nc(SCC(=O)Nc2ccc(S(=O)(=O)N(C)C)cc2)c2ccccc2n1	20.8	0.9	4.0	-2.0	4.9
32	CN(C)c1ccc(-n2cc3c(=O)n(C)c(=O)n(C)c3c2)cc1	-3.3	11.9	10.6	0.1	2.5
33	Cc1cc(C)cc(Oc2ccc(NC(=O)C3CC=CCC3C(=O)O)cc2)c1 (stereo unspecified)	9.0	4.2	4.0	-2.0	4.2
34	CN(C(=O)COc1ccc(Cl)cc1)c1nnc(C23CC4CC(CC(C4)C2)C3)s1	10.8	1.1	6.7	1.6	2.6
35	N#Cc1c(NC(=O)c2ccc(Cn3cc(Br)cn3)o2)sc2c1CCCCC2	24.4	0.7	17.1	0.3	-1.7
36	CCn1c(CCNC(=O)c2ccc(OC)c(OC)c2)nc2ccccc21	28.8	0.2	15.5	1.1	-3.4
37	Cc1nc2sc(C)c(C)c2c(=O)o1	23.6	0.0	8.9	18.5	-0.7
38	CSc1nc2ccccc2n1CC(=O)Nc1ccccc1	20.7	-0.5	26.1	10.9	-1.5
39	Cc1cc(C(=O)CCl)c(C)n1-c1c(C)n(C)n(-c2ccccc2)c1=O	-152.3	-1.6	4.9	-1.8	-3.4
40	CC(C)(C)OC(=O)NCCc1nnc(SCc2ccccc2Cl)o1	61.0	1.0	26.1	15.3	-0.9

no.	PPC-1+TRAIL kill	Tb hexokinase	TNF death inh	EP2 antag
31	-2.3	-6.6	4.9	4.1
32	7.0	-13.3	-1.6	17.8
33	16.3	-0.7	0.3	9.9
34	13.0	-4.6	0.9	9.1
35	32.4	-8.4	0.1	15.9
36	17.2	-3.4	0.7	11.6
37	13.6	-4.5	-2.1	8.8
38	4.6	9.2	-3.9	17.1
39	15.8	-0.2	-2.8	5.0
40	-15.2	-11.2	-3.0	5.6

# Carrying on.
no.	smiles	CHOP inh	zVAD death inh	FXIIa inh	FXIa inh 1536	Wee1 degr inh
41	O=C(NCc1ccc2c(c1)OCO2)c1cc(-c2ccccc2Cl)on1	58.2	-0.2	-0.4	-14.1	0.0
42	COc1cc(C2CC(=O)c3cnc(NC(=O)COc4ccccc4)nc3C2)cc(OC)c1OC (stereo unspecified)	10.9	0.1	12.6	-0.6	0.1
43	CCSc1nc(C)c(CC)c(C)c1C(N)=O	21.9	1.2	8.5	-2.4	-3.7
44	CC(=O)Nc1ccc(N=NN2CCOCC2)cc1	-4.8	1.0	1.9	-7.8	4.3
45	Cc1cc(OCC(=O)c2ccc(Br)cc2)ccc1N1C(=O)CCC1=O	5.3	-0.3	9.8	-5.0	-1.0
46	COc1ccc(S(=O)(=O)NC2CCCCC2)cc1-n1cnnn1	-27.1	-0.4	1.9	-3.8	-0.2
47	Cn1ccc(CC(=O)N2CCC(N3CCC(C(=O)N4CCCC4)CC3)CC2)c1	2.6	0.5	1.6	-2.0	-2.0
48	Cc1cc2cc(CNC(=O)c3ccc4c(c3)OCO4)ccc2[nH]1	.	-0.1	.	.	5.9
49	CCCn1cnc2c(=S)nc(N)[nH]c21	6.9	1.0	11.2	6.3	1.3
50	COc1ccc(N2CC(C)Cn3c2nc2c3c(=O)n(CCN3CCOCC3)c(=O)n2C)cc1 (stereo unspecified)	14.0	-0.2	21.7	0.0	-0.9

no.	PPC-1+TRAIL kill	Tb hexokinase	TNF death inh	EP2 antag
41	-0.1	1.6	-1.0	12.9&23.4
42	-7.2	-2.9	-1.7	8.6
43	21.2	-4.0	-0.3	12.4
44	16.6	0.9	0.1	5.3
45	31.3	-8.9	-0.9	3.8
46	1.8	-2.0	-0.1	3.7
47	0.0	-21.1	1.8	6.7
48	9.1	1.3	-1.8	3.4
49	3.5	-70.7	0.7	8.9
50	5.0	-0.5	-2.0	13.3

# 6 entries from above, as tab-separated lines:
nr	SMILES	CHOP inh	zVAD death inh	FXIIa inh	FXIa inh 1536	Wee1 degr inh	PPC-1+TRAIL kill	Tb hexokinase	TNF death inh	EP2 antag
48	Cc1cc2cc(CNC(=O)c3ccc4c(c3)OCO4)ccc2[nH]1	.	-0.1	.	.	5.9	9.1	1.3	-1.8	3.4
41	O=C(NCc1ccc2c(c1)OCO2)c1cc(-c2ccccc2Cl)on1	58.2	-0.2	-0.4	-14.1	0.0	-0.1	1.6	-1.0	12.9&23.4
46	COc1ccc(S(=O)(=O)NC2CCCCC2)cc1-n1cnnn1	-27.1	-0.4	1.9	-3.8	-0.2	1.8	-2.0	-0.1	3.7
44	CC(=O)Nc1ccc(N=NN2CCOCC2)cc1	-4.8	1.0	1.9	-7.8	4.3	16.6	0.9	0.1	5.3
43	CCSc1nc(C)c(CC)c(C)c1C(N)=O	21.9	1.2	8.5	-2.4	-3.7	21.2	-4.0	-0.3	12.4
47	Cn1ccc(CC(=O)N2CCC(N3CCC(C(=O)N4CCCC4)CC3)CC2)c1	2.6	0.5	1.6	-2.0	-2.0	0.0	-21.1	1.8	6.7

# Assay outcomes deposited in PubChem by several laboratories.

# These rows are one share of the data (hit frequency here may not be typical).
